Bioassay records deposited in PubChem by several laboratories.
SMARCA2 activ: SMARCA2 function activation, primary screen | 1% of 370,000 active | AID 652017 | activation, % at 9.1 µM | MG213 cells, MMTV-luciferase reporter, dexamethasone, overnight; in the data active = activation above about 7.8%;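 also: 0% = vehicle wells and 100% = reference activator wells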
NPR2 activator: GC-B (human) receptor activation | activation, % at 10 µM | P20594 | HEK293-GC-B cells, CNP EC30, cGMP TR-FRET; 0% at EC30 CNP, 100% saturating CNP | 0.11% of 370,000 active;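 active = activation at 10 µM reaching about 35% in either raw or pattern-adjusted values, limit read from the data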
ADAM10 inh: inhibitors of human ADAM10; O14672; recombinant ADAM10, EDANS/DABCYL FRET peptide cleavage, 3 h; inhibition, % at 7 µM; 0.62% of 370,000 active;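 active = inhibition above a per-campaign cutoff equal to the mean of compounds falling between control-based bounds plus 3 SD, cut at about 20% in these data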;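 also: 0% = DMSO wells while the 100% control is not disclosed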
DAX1 inh-1: blocks DAX1 repression of SF-1 activated StAR promoter | HEK293T StAR-luciferase reporter, SF-1/DAX-1 repression relief | inhibition, % at 6.8 µM | 1.1% of 370,000 active | AID 652010;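 active = inhibition above the mean over all tested compounds plus 3 SD, cut at about 3.6% in these data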;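 also: 0% = DAX-1 cells with DMSO and 100% = cells lacking DAX-1 with DMSO; higher inhibition means more luminescence from relief of DAX-1 repression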
sPLA2-III inh: Inhibits HGIII-sPLA2 liposome hydrolysis, primary screen; Q9NZ20; QFRET BODIPY PC-A2 liposome hydrolysis, fluorescence; inhibition, % at 12.2 µM; 0.56% of 370,000 active; AID 743126;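 active = inhibition above mean plus 3 SD of compounds lying within the high and low control bounds, cut at about 19% in these data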;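 also: 0% = median of test compound wells and 100% = no enzyme DMSO wells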
hcDAF12 agonist: activates DAF-12 receptor from parasite H. contortus. HEK293 hcDAF-12 lit1-tk-luc reporter, luminescence; 0% DMSO, 100% Δ7-dafachronic acid. activation, % at 6.8 µM. 1.4% of 370,000 active. AID 652067;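 active = activation above the mean of all tested compounds plus 3 SD, cut at about 5.5% in these data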;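 also: 100% = response to 3 µM Δ7-dafachronic acid high control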
hgDAF-12 ag: hgDAF-12 agonism, primary luciferase screen | HEK293 GAL4-hgDAF12 UAS-luciferase reporter, agonist luminescence; normalized to butyrate control | activation, % at 6.8 µM | 1.8% of 370,000 active;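 active = activation above a cutoff set at the mean of all screened compounds plus 3 SD, cut at about 10% in these data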;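 also: 0% = DMSO wells and 100% = sodium butyrate wells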
DAX1 inh-2: inhibits human nuclear receptor DAX1; AID 504766; HEK293 Gal4-DAX1 luciferase reporter, luminescence; inhibition, % at 6.75 µM; P51843; 0.99% of 340,000 active;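 active = inhibition above the mean over all tested compounds plus 3 SD, cut at about 4.2% in these data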;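 also: 0% = DAX1-transfected cells with DMSO and 100% = empty-vector control cells with DMSO; inhibition shows as a rise in luminescence from relieved DAX1 repression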
GAA850 FXN act: frataxin GAA850 promoter activation. 0.56% of 360,000 active. activation, % at 6 µM. AID 540364. HEK293 lucGAA850 FXN promoter luciferase reporter, 24 h; percent of 10 µM SAHA response;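 active = activation above the average of all compounds screened plus 3 SD, cutoff fixed separately per campaign, cut at about 7.5% in these data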;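 also: 0% = DMSO wells and 100% = 10 µM SAHA wells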
ssDAF12 agonist: activators of S. stercoralis DAF-12 nuclear receptor | HEK293 ssDAF-12/GRIP1 lit1-tk-luc reporter, luminescence; % of 3 µM dafachronic acid response | activation, % at 6.8 µM | 1% of 370,000 active | AID 652126;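 active = activation above the mean over all tested compounds plus 3 SD, cut at about 0.9% in these data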;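 also: 0% = DMSO-only wells and 100% = 3 µM delta7-dafachronic acid wells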
NPR1 activator: GC-A (human) enzyme activation; P16066; 0.14% of 370,000 active; activation, % at 10 µM; HEK293 GC-A cells, cGMP TR-FRET, EC30 ANP; 0% at EC30 ANP, 100% saturating ANP; in the data active = activation above about 40%
Target sequence (P16066 whole entry, looked up): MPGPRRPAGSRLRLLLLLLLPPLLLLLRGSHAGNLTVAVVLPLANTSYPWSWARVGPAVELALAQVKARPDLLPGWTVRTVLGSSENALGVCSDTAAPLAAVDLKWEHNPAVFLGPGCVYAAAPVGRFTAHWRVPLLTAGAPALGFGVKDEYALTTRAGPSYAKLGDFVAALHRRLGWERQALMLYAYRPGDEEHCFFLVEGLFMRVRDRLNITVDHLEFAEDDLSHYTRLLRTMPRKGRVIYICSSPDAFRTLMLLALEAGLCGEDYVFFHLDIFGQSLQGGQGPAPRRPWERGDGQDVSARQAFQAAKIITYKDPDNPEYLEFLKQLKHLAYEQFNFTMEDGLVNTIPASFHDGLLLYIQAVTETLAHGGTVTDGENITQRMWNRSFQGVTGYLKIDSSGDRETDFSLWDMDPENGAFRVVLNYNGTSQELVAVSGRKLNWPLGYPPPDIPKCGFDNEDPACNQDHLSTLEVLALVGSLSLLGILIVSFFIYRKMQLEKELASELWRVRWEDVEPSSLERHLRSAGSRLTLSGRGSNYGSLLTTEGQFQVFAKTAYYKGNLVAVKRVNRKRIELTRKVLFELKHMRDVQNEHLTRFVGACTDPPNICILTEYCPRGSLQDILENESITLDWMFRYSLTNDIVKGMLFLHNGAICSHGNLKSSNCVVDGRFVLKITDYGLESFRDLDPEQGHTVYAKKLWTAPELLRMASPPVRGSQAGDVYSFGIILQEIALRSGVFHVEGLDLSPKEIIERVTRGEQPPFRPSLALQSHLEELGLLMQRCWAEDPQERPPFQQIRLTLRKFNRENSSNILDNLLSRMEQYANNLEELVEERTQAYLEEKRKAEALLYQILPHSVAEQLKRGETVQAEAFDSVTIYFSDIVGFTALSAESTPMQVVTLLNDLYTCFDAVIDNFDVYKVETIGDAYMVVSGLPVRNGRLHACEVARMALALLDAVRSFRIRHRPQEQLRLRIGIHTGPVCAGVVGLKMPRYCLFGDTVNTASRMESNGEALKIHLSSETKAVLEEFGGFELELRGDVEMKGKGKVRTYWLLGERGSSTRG
Starred values were filed as active, the others as inactive; i = inactive; . = not tested or not shown.

#	canonical_smiles	SMARCA2 activ	NPR2 activator	ADAM10 inh	DAX1 inh-1	sPLA2-III inh	hcDAF12 agonist	hgDAF-12 ag	DAX1 inh-2	GAA850 FXN act	ssDAF12 agonist	NPR1 activator
1	COc1cccc(CNC(=O)c2cc(COc3c(F)cccc3F)on2)c1	0	0	6	0.1	-14	-1.7	2.5	0.6	2.4	-1.6	0
2	CC(=O)c1cc(C#N)c(SCc2ccccc2)nc1C	4	-3	9	0.4	-7	-1.2	3.8	-0.9	3.6	-0.9	9
3	CCOC(=O)N1CCC(NS(=O)(=O)c2cc3c(cc2Br)CCN3C(=O)CC)CC1	1	1	-12	-0.5	4	1.7	-2.5	-0.7	-0.2	-1.0	-6
4	CCCCN(CCCC)Cc1ccc(C(=O)NNC(=O)Nc2ccc(F)cc2)o1	1	-1	1	0.3	7	1.5	1.5	0.0	0.2	-1.7	2
5	COc1ccccc1C(=O)NCc1ccco1	1	4	-6	0.4	-5	-1.6	-2.0	1.4	1.8	-1.2	1
6	CCC(=O)NNC(=O)Cc1c(C)n(C(=O)c2ccc(Cl)cc2)c2ccc(OC)cc12	-3	-1	13	0.1	-6	1.2	-1.0	2.9	0.0	-1.4	-5
7	CN(C)c1ncnc2c1ncn2C1CCCO1 (stereo not given)	0	-5	-9	0.7	0	-0.7	0.7	0.4	1.1	-0.7	6
8	COc1ccccc1NC(=O)c1cc(Br)ccc1Cl	-4	1	-4	0.4	0	-2.0	-1.1	1.5	0.0	-1.5	0
9	O=C(Nc1cccc(C(F)(F)F)c1)C1C2CC3OC(=O)C1C3C2 (stereo not given)	0	-4	8	-0.3	-1	-1.4	1.5	1.0	-2.0	-0.5	4
10	CCn1cc(SCC(=O)N2CCOCC2)c2ccccc21	-1	3	-4	-2.2	-2	3.2	8.0	2.4	0.5	0.4	3
11	COc1ccc(-c2csc(N(CCCN(C)C)C(=O)c3ccccc3C)n2)cc1	-1	-18	-3	-0.1	-8	-2.2	-1.6	-0.3	-3.2	-1.8	-16
12	CCCCOc1ccc(S(=O)(=O)NC(=O)C2(C)CCN2C(=O)c2cccc(F)c2)cc1 (stereo not given)	-6	0	-12	-0.2	-2	1.2	-0.1	.	0.5	-0.3	0
13	CC(Oc1ccccc1)C(=O)Nc1nnc(S(=O)(=O)N(C)c2ccccc2)s1 (stereo not given)	-1	2	2	2.7	0	-2.7	4.8	-0.2	0.1	-0.7	-2
14	Cc1cc(NC(=O)C2CCCN(S(=O)(=O)c3c(C)noc3C)C2)n[nH]1 (stereo not given)	0	-10	-5	0.8	13	3.4	-1.7	1.6	-0.8	-1.6	0
15	COc1cc(-c2cc(C(=O)O)c3cc4c(cc3n2)OCCO4)cc(OC)c1OC	-2	1	-8	0.9	11	2.5	-0.6	0.0	0.6	-1.5	3
16	Clc1ccc2c(c1)[C@H]1OCC[C@H]1[C@@H](c1ccco1)N2	1	0	-426	1.8	7	4.6	7.5	1.6	4.5	0.2	3
17	O=C(NC[C@@H]1CCCO1)c1cccc2c1C(=O)c1ccc(N3CCOCC3)cc1S2(=O)=O	1	8	-8	-0.9	2	-2.0	-2.2	-0.5	-0.7	-1.3	4
18	CN(CC(=O)Nc1ccccc1Br)C(=O)CNC(=O)c1ccc2c(c1)OCO2	-2	2	-4	-0.9	11	-0.3	-0.5	0.2	-0.6	-0.2	-1
19	Cc1ccc(NC(=O)c2cccc(S(=O)(=O)N(C)c3ccccc3)c2)cc1S(=O)(=O)N1CCOCC1	-2	5	21*	-1.6	-24	-5.5	-6.2	-3.2	-2.0	-1.7	-3
20	NS(=O)(=O)c1ccc(Sc2ccc3ccccc3c2)nc1	-4	2	6	-0.4	-14	-3.3	1.2	1.2	0.5	-0.9	-3
21	Cc1ccc(C(=O)Nc2ccccc2C(=O)N2CCCCC2C)cc1 (stereo not given)	1	2	4	-0.4	6	0.9	-0.6	0.2	-1.5	-0.6	-2
22	COc1ccccc1NC(=O)CSc1nnc(C)o1	-1	3	4	-0.2	4	1.1	0.3	-0.6	1.0	-0.2	2
23	O=C(O)c1ccc(/C=C/C(=O)c2ccc3c(c2)OCCCO3)cc1	5	0	-4	1.8	-4	1.1	7.5	-2.4	6.2	-0.7	3
24	CCC(C)c1ccc(S(=O)(=O)Nc2cccnc2)cc1 (stereo not given)	-4	0	-8	-0.2	1	-2.2	1.3	-0.9	1.6	-1.5	0
25	COc1ccc(NC(=O)CN2CCN(c3nc(-c4ccc(F)cc4)cs3)CC2)c(OC)c1	0	6	8	-0.3	7	-1.3	3.5	1.6	1.3	-1.7	-2
26	COc1ccccc1N(C)S(=O)(=O)c1ccc(C(=O)NNC(=O)c2ccccc2O)cc1	-3	3	22*	-4.2	20*	-2.4	-5.6	0.0	-0.2	-1.3	-3
27	COc1ccc(NC(=O)c2ccccc2N2C(=O)C3C4C=CC(C5CC45)C3C2=O)c(OC)c1 (stereo not given)	-5	1	1	2.2	6	0.8	2.5	0.1	6.0	-1.2	-1
28	CC(=O)N(Cc1cc2cc(C)c(C)cc2n2nnnc12)CC1COCCO1 (stereo not given)	-3	-1	-3	0.4	0	-1.0	-1.9	-0.3	0.6	-1.1	3
29	FC(F)(F)c1cccc(N2CCN(CC3CC4C=CC3C4)CC2)c1 (stereo not given)	-1	0	0	0.6	0	-1.9	2.4	0.6	-0.3	-1.2	9
30	O=C(CC1Sc2ccccc2NC1=O)NCc1ccccc1 (stereo not given)	2	-1	-2	0.0	-1	0.5	0.3	2.3	0.3	-0.3	3
31	Clc1ccc(SCCCCn2cncn2)cc1	1	1	9	-0.9	3	-0.2	0.0	-0.1	1.9	-1.2	1
32	Cc1ccc(C(=O)N2CCC(C(=O)c3c(C)cc(C)cc3C)CC2)cc1	-1	3	0	-0.3	-7	-1.7	-1.1	0.9	1.1	-1.1	0
33	C/C(=C\C(=O)c1ccc(Br)cc1)NNC(=O)c1ccc(O)cc1	-4	-5	2	-0.1	-18	1.2	0.3	-0.3	2.0	-1.0	-5
34	Oc1ccc2c(c1)oc1cc(O)ccc12	0	-1	-35	-0.5	-20	0.8	-1.1	-0.3	0.7	-0.8	7
35	O=C(CSc1nnc(-c2ccccn2)n1-c1ccc(Cl)cc1)Nc1cccc2ccccc12	-3	-17	7	-0.9	-11	-1.0	-0.8	.	.	-1.0	-4
36	O=C(CSc1ncnc2nc[nH]c12)N1CCOCC1	4	-1	6	-0.2	2	-0.6	1.6	0.8	1.1	-1.1	0
37	CCCCOC(=O)C1=C(C)Nc2ncnn2C1c1ccc(OC)c(OC)c1 (stereo not given)	1	-13	-5	-1.1	-1	-1.6	-1.7	1.5	-2.5	-1.4	-11
38	COc1ccc(N(C)S(=O)(=O)c2cccc(C(=O)NC3CCCC3)c2)cc1	-2	-5	-16	-1.0	0	-0.8	-5.6	0.4	-0.2	-2.0	-5
39	N=c1c(C(=O)NCCc2ccccc2)cc2c(=O)n3ccccc3nc2n1CC1CCCO1 (stereo not given)	3	0	i	-0.3	1	-2.8	1.6	1.7	-0.5	-1.4	13
40	COCCCNC(=O)CSc1nnc(-c2ccncc2)n1-c1ccc(OC)cc1	-2	0	0	-0.1	2	-1.6	1.1	.	.	-1.7	1
41	COCCCN1C(=O)C(CC(=O)NC2CC2)CC(C(=O)N2CCOCC2)=C1C (stereo not given)	3	0	6	1.5	2	-0.3	-0.1	.	.	-0.8	2
42	Cc1cc(C)c(C(=O)OCCNC(=O)c2cccnc2)cc1C	-1	4	-1	-1.1	-4	-1.1	-1.4	-0.2	1.7	-1.9	2
43	CCOC(=O)C1=C(N)n2c(s/c(=C\c3cccnc3)c2=O)=C(C#N)C1c1cccnc1 (stereo not given)	-6	0	2	0.8	8	-0.7	-2.4	-0.2	-0.1	-1.4	-6
44	CCCCN1C[C@H](Cc2ccccc2)[C@@H](CC(=O)Nc2ccccc2)C1=O	0	-3	9	-0.4	-7	0.2	-0.5	-0.8	-2.8	-1.0	-5
45	O=C1CCC(/C=C/c2ccccc2)=NN1Cc1ccccc1	-2	3	-8	-0.1	-6	0.9	1.3	0.6	2.0	-1.2	3
46	Cc1cc(NC(=O)C2CC2)ccc1NC(=O)c1cccs1	-2	2	-2	0.0	5	0.0	1.5	-1.7	2.6	-0.7	0
47	COC(=O)Cn1ccc(-c2ccc(Cl)cc2)c(C#N)c1=O	-3	-1	-19	1.3	4	-1.3	1.8	2.5	1.2	-1.8	2
48	O=C(CSc1nnc(-c2ccccc2F)n1C1CC1)Nc1ccc2[nH]c(=O)[nH]c2c1	0	1	-3	0.5	-3	-2.2	2.6	-0.4	0.5	-1.6	0
49	CC(C)NC(=O)COc1coc(CN2CCN(c3cccc(Cl)c3)CC2)cc1=O	0	2	1	-0.3	5	-2.0	5.8	1.2	-0.1	-0.9	-4
50	O=c1[nH]c(CSc2nnc3ccccn23)nc2cc(C(F)(F)F)ccc12	-1	-10	0	-0.2	6	-1.7	-1.4	.	.	-1.6	-1

Next section
#	canonical_smiles	SMARCA2 activ	NPR2 activator	ADAM10 inh	DAX1 inh-1	sPLA2-III inh	hcDAF12 agonist	hgDAF-12 ag	DAX1 inh-2	GAA850 FXN act	ssDAF12 agonist	NPR1 activator
51	COc1ccc(NC(=O)CCc2nc(-c3ccc(C)cc3)no2)c(OC)c1	1	1	5	-0.5	-4	-1.0	-1.4	0.2	-2.1	-1.4	3
52	COC(=O)c1ccccc1NC(=O)CSc1nncn1-c1ccccn1	-1	3	-1	-0.2	5	3.0	-4.9	-0.5	0.2	-1.1	0
53	Cc1ccccc1C(=O)N1CCC(C(=O)Nc2ccccc2N2CCCC2)CC1	0	-4	-23	-0.9	8	-2.0	-2.5	0.6	-1.0	-1.6	0
54	Cc1cc(C(=O)OCC(=O)N2CC(=O)Nc3ccccc32)no1	-2	2	-5	-0.4	8	1.7	-0.3	1.4	0.6	-1.4	-1
55	CCOC(=O)/C(=N\Nc1ccccc1Cl)N1CCN(C)CC1	0	-3	1	-0.1	-3	-2.5	1.1	-1.5	0.4	-1.7	-3
56	COc1ccccc1CNC(=O)c1nccnc1CO	1	0	4	0.4	-2	0.4	-0.4	1.8	0.0	-1.2	7
57	Cc1ccc(NC(=O)c2ccco2)c(NC(=O)c2ccc(Cl)cc2)c1	-2	-2	4	-0.4	-4	-2.5	0.1	-0.2	-3.7	-1.2	-1
58	NC(=O)C1CC(=O)N(c2ccc(OCC(=O)Nc3cccc(C(F)(F)F)c3)cc2)C1 (stereo not given)	0	0	4	-1.2	9	-2.0	-2.5	-1.2	-0.8	-0.9	4
59	CC1(C)CC(=O)C2=C(C1)N(c1ccc(F)cc1)C(=O)C2(NC(=O)c1ccccc1F)C(F)(F)F (stereo not given)	1	0	-4	0.2	1	-0.6	-2.4	-0.2	-1.6	-1.2	2
60	Nc1ccc(Cl)c(S(=O)(=O)Nc2ccc(Cl)cc2)c1	4	0	7	-0.7	-2	-2.9	-0.8	-1.1	-2.7	-1.6	-8
